BLM inh = blocks DNA unwinding by human BLM helicase. P54132. recombinant BLM DNA unwinding, fluorescence dequenching. 0.2% of 350,000 active. Potency, µM (highest dose often 56.1 µM), inactives show top-dose activity change, negative = inhibition, most hits filed as inhibitors. AID 2528;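 note: plate controls were vehicle for no effect and no enzyme for full effect; nearly all actives have a fitted effect of over 35% in size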
G9a block = inhibitors of human histone lysine methyltransferase G9a. Q96KQ7. AID 504332. Potency, µM (highest dose often 102 µM), for the others: at the highest dose activity, negative = inhibition, hits mostly inhibitors. G9a H3K9 monomethylation, AlphaScreen, 2 h. 8.8% of 350,000 active; note: % is set by controls: 0 for no effect and ±100 for the full control effect; nearly all actives have a fitted effect of over 75% in size
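AlphaScreen read-out: biotin-H3K9 peptide (500 nM) methylation by 20 nM enzyme with 20 uM SAM, 2 h at room temperature after 15 min compound preincubation; anti-monomethyl H3K9 antibody plus donor/acceptor beads, 10 min dark.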
JMJD2A Tudor = blocks the human JMJD2A Tudor domain | O75164 | AlphaScreen JMJD2A-Tudor / H3K4me3 peptide binding | Potency, µM (highest dose often 114 µM), without a hit: top-dose activity change, negative = inhibition, usual class: inhibitors | 4.4% of 390,000 active | AID 504339; note: % is set by controls: 0 for no effect and ±100 for the full control effect; nearly all actives have a fitted effect of over 50% in size
POLB inh = inhibitors of human DNA polymerase beta. AID 485314. Pol beta primer extension/strand displacement, fluorescence kinetic. Potency, µM (top dose mostly 114 µM), for inactives: top-dose activity change, negative = inhibition, most hits filed as inhibitors. 1.3% of 340,000 active; note: % is set by controls: 0 for no effect and ±100 for the full control effect
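Curves were derived by four-parameter Hill fits of normalized qHTS data. The kinetic fluorescent primer-extension read was taken at 0 and 10 min after 50 nM substrate, following a 15 min room-temperature preincubation of 10 nM enzyme with compounds.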
BAZ2B inh = BAZ2B (human) inhibition; AlphaScreen BAZ2B-H3K14Ac peptide displacement; Potency, µM (top dose mostly 114 µM), for the others: at the top dose activity change, negative = inhibition, hits mostly inhibitors; AID 504333; 4.4% of 360,000 active; note: % is set by controls: 0 for no effect and ±100 for the full control effect; nearly all actives have a fitted effect of over 60% in size
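AlphaScreen luminescence quantifies BAZ2B engagement of H3K14Ac peptide; the protein and biotinylated peptide are both at 50 nM final, buffer PBS pH 7.4 with 0.01% Tween-20, all steps at room temperature.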
POLK inh = DNA polymerase kappa (human) inhibition | purified Pol kappa, fluorescent DNA synthesis assay, 10 min | Q9UBT6 | Potency, µM (doses to about 107 µM), for the others: at the highest dose activity, negative = inhibition, usual class: inhibitors | 0.53% of 400,000 active; note: % is set by controls: 0 for no effect and ±100 for the full control effect
Target sequence (Q9UBT6 whole entry, looked up): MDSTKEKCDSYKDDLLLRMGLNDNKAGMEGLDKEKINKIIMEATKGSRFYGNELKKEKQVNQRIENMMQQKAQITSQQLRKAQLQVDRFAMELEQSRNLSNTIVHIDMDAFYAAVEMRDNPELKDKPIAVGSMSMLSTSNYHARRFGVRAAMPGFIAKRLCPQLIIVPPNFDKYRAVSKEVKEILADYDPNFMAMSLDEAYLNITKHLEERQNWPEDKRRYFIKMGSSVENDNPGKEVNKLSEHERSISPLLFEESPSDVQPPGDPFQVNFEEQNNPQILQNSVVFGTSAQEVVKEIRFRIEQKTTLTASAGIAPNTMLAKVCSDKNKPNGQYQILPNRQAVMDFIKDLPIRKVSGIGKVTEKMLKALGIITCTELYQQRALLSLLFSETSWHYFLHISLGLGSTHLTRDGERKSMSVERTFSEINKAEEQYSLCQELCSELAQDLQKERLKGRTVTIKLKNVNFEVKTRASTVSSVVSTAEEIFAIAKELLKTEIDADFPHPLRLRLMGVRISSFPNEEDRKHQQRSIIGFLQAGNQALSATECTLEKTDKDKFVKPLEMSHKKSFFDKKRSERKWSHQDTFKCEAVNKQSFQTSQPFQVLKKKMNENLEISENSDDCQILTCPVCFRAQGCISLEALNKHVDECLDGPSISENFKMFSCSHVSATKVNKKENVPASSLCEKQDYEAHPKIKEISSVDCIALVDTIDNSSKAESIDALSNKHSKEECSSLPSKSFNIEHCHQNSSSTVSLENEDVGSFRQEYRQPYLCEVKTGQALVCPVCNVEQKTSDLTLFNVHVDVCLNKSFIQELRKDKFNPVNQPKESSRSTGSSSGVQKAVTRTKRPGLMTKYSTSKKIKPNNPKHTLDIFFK
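50 nM final substrate added after 15 min RT preincubation of 10 nM Pol kappa with compound; fluorescence read at 0 and 10 min.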
APE1 inh = inhibitors of human APE1 endonuclease | AID 2517 | 0.35% of 350,000 active | P27695 | recombinant APE1, TAMRA/BHQ-2 abasic DNA cleavage fluorescence | Potency, µM (top dose mostly 65.8 µM), inactives show at the top dose activity change, negative = inhibition, usual class: inhibitors;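 note: plate controls were vehicle for no effect and reference inhibitor for full effect; nearly all actives have a fitted effect of over 55% in size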
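Step 1: APE1 (0.75 nM) with compound, 15 min RT. Step 2: add 50 nM fluorophore/quencher THF duplex. Step 3: three fluorescence reads 60 s apart (525/598 nm); read 3 minus read 1 = reaction progress.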
Pol eta inh = DNA polymerase eta (human) inhibition; recombinant Pol eta, fluorescent DNA replication assay; Potency, µM (top dose mostly 114 µM), for the others: at the top dose activity change, negative = inhibition, actives largely listed as inhibitors; 1.2% of 390,000 active; note: % is set by controls: 0 for no effect and ±100 for the full control effect
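Pol eta (10 nM) was preincubated with compounds for 15 min at room temperature, after which fluorescent replication substrate (50 nM final) was added to start the reaction. Fluorescence was read kinetically at 0 and 10 min.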
Pol iota inh = inhibitors of human DNA polymerase iota | Q9UNA4 | Pol iota fluorescent replication assay, 10 min | Potency, µM (top dose mostly 115 µM), for the others: at the highest dose activity, negative = inhibition, hits mostly inhibitors | 1% of 390,000 active | AID 588590
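Pol iota at 10 nM preincubated 15 min with compounds at room temperature; reaction started with fluorescent substrate, 50 nM final. Fluorescence read kinetically at 0 and 10 min; buffer-only wells as negative control.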
Numbers without * were called inactive; ? = inconclusive; . = no result given; & = joins results of further samples; ! = repeats disagree; [ ] = dose if it differs, or a comment. Calls come from the whole dose curve; as a rule, active = well fitted curve in the direction sought with a large enough effect; inconclusive = small, poorly fitted or top-dose-only effect, or another doubt; inactive = no such curve, though single readings can be large; an effect the other way counts as inactive or inconclusive. Potency is the fitted concentration of half-maximal effect.

SMILES | BLM inh | G9a block | JMJD2A Tudor | POLB inh | BAZ2B inh | POLK inh | APE1 inh | Pol eta inh | Pol iota inh
O=C(NCCCN1CCCC1=O)c1ccc(Cl)c(NS(=O)(=O)c2ccc(F)cc2)c1 | -5.4% | ? | -2.8% | 0.1% | 6.9% | 7.2% | 25.1% | -8.6% | 10.7%
S=c1[nH]nc(-c2cccc(Cl)c2)n1CCN1CCCCC1 | -1.5% | ? | -35.5%[57.1 µM] | 43.2% | 6.6% | 0.5% | ? | -19.2% | -0.5%
CCOC(=O)N/N=C(\C)c1ccccc1OC(F)F | -2.3% | -15.3% | -3.4% | 27.3% | 8.6% | -1.2% | 7.8% | -13.0% | 52.7%[activator]
CC(=O)NC(NC(=S)Nc1ccccc1Br)C(Cl)(Cl)Cl (stereo not given) | -5.2% | 28.2µM* | -2.8% | -12.6% | 8.7% | -1.8% | 0.7% | -14.4% | 27.3%
COc1ccc(CN2C(=O)C(CC(C)C)Nc3ncnc(N4CCOCC4)c32)cc1 (stereo not given) | . | ? | -22.9% | . | -22.4% | 1.0% | 3.2% | -7.2% | ?
COc1ccc(CN2CCNC(=O)C2CC(=O)N(C)Cc2ccno2)c(F)c1 (stereo not given) | -1.7% | . | -8.3% | 67.8% | -3.6% | -4.0% | -0.4% | -10.2% | 12.3%
COc1ccc(CN2C(=O)c3ccc(C(=O)O)cc3C2=O)cc1 | -1.6% | 10.2% | -14.7% | 0.9% | -4.9% | -8.7% | 6.9% | 8.7% | 2.7%
CC(Nc1ccccc1)c1cc(Cl)ccc1O (stereo not given) | -6.9% | -10.5%[59 µM] | -27.0% | 0.3% | -9.8% | -6.5% | -1.2% | -7.9% | 7.0%
Cc1cc(N(C)C)c(C#N)c(NCc2ccccc2)n1 | -1.4% | 9.9%[59 µM] | 16.0% | 17.5% | . | -8.1% | 7.1% | -6.4% | 7.3%
Cc1ccccc1OCC(=O)OCC(=O)NCc1ccccc1 | . | -17.6%[12.7 µM] | -11.5% | . | 0.6% | -10.6% | 10.9% | -13.4% | 7.8%
CCC(=O)Nc1cc(C(F)(F)F)ccc1N1CCOCC1 | -1.5% | 0.5% | 0.0% | 5.6% | 12.2% | 12.9% | -0.3% | -12.9% | -4.9%
O=C(Nc1ccc(Br)cn1)C1CCN(S(=O)(=O)c2cccs2)CC1 | -1.4% | -3.8%[12.7 µM] | -18.4% | -13.2% | 3.1% | -9.0% | 11.2% | -11.8% | 9.7%
CC(=O)c1ccc(S(=O)(=O)N2CCC(C(=O)Nc3ncc(C)s3)CC2)cc1 | . | . | -9.0% | . | . | -4.4% | 36.9% | -8.0% | 7.4%
CCOC(=O)N1CCN(CC(=O)Nc2cccc(Br)c2)CC1 | 3.5% | 17.4% | 6.5% | 10.1% | 9.6% | -1.4% | ? | -19.9% | -1.7%
CSc1cccc(N2CC(C(=O)Nc3ccccc3N3CCCC3)CC2=O)c1 (stereo not given) | . | ? | ? | . | ? | -2.6% | 13.1% | -14.0% | 0.1%
CC(C)[C@H](NC(=O)NCc1ccc(Cl)cc1)C(=O)O | 2.9% | 14.9%[12.7 µM] | -0.6% | 6.3% | 12.4% | -9.1% | 18.4% | -6.7% | 1.0%[58.9 µM]
COc1cc(/C=C/C(=O)OCC(=O)Nc2c(C)n(C)n(-c3ccccc3)c2=O)cc(OC)c1OC | . | 24.6%[59 µM] | -14.7% | . | 41.8%[activator] | -9.1% | -4.1% | -3.4% | 0.4%
O=C(CNC(=O)c1cccs1)NCC(=O)OCc1ccc(Cl)cc1Cl | 0.1% | 1.3%[12.7 µM] | -11.8% | 3.9% | 1.2% | -5.8%[60.1 µM] | -10.7% | -5.8% | 6.1%
O=C(N/N=C/c1ccc([N+](=O)[O-])s1)c1ccccc1 | -10.9% | ? | -7.8% | -1.5% | ? | -0.7% | ? | 2.7% | -21.8%
CCCCCCCCCCCCCCCC[N+](C)(C)CC | 120.2%[activator] | 14.1µM*! | -7.9% | . | 5.9% | -7.0% | 11.5% | 89.1µM* | 19.5%
CN1CCN(c2ccc([N+](=O)[O-])cc2C(=O)c2ccccc2)CC1 | -2.3% | -4.2%[59 µM] | -4.8% | 0.3% | -15.9% | -2.6% | 8.7% | -18.2% | 17.1%
Cc1cccc(CC(=O)Nc2cccc(-c3nc4cccnc4s3)c2)c1 | -0.4% | -6.5%[59 µM] | -14.2% | -0.1% | -0.1% | 7.3% | . | -1.2% | 2.8%
O=C(c1ccccc1Cl)N(Cc1ccco1)c1ccccn1 | -0.1% | -2.0%[59 µM] | -24.8% | 46.3% | -19.5% | -8.8% | . | -8.1% | 16.1%
Cc1ccnc(NC(=O)c2cccc(S(=O)(=O)N3CCN(c4ccc(F)cc4)CC3)c2)c1 | . | -1.9% | -31.7% | . | -7.4% | -8.0% | -21.7% | -2.1% | 14.6%
Cc1c(Br)cc(C(=O)N2CCCCCC2)c(C)c1C | -0.5% | -9.1% | 1.2% | -27.1% | ? | -18.0% | 1.1% | -4.7% | 18.8%

Part of the list above in order of number of heavy atoms, rising.
SMILES | BLM inh | G9a block | JMJD2A Tudor | POLB inh | BAZ2B inh | POLK inh | APE1 inh | Pol eta inh | Pol iota inh
CCC(=O)Nc1cc(C(F)(F)F)ccc1N1CCOCC1 | -1.5% | 0.5% | 0.0% | 5.6% | 12.2% | 12.9% | -0.3% | -12.9% | -4.9%
O=C(c1ccccc1Cl)N(Cc1ccco1)c1ccccn1 | -0.1% | -2.0%[59 µM] | -24.8% | 46.3% | -19.5% | -8.8% | . | -8.1% | 16.1%
Cc1ccccc1OCC(=O)OCC(=O)NCc1ccccc1 | . | -17.6%[12.7 µM] | -11.5% | . | 0.6% | -10.6% | 10.9% | -13.4% | 7.8%
CSc1cccc(N2CC(C(=O)Nc3ccccc3N3CCCC3)CC2=O)c1 (stereo not given) | . | ? | ? | . | ? | -2.6% | 13.1% | -14.0% | 0.1%

Remaining list, next part
SMILES | BLM inh | G9a block | JMJD2A Tudor | POLB inh | BAZ2B inh | POLK inh | APE1 inh | Pol eta inh | Pol iota inh
COc1cccc(NC(=O)Cc2cn(C)c3ccccc23)c1 | -7.9% | -42.1%[59 µM] | -27.9% | 39.6% | ? | -10.3% | -1.9% | -11.0% | 4.1%
COc1cccc(C(=O)Nc2ccc3nc(N4CCC(C)CC4)cc(C)c3c2)c1 | 1.7% | -1.8%[59 µM] | -27.6% | 0.5% | 1.2% | -8.4% | . | -2.3% | -20.4%
Nc1ccc(-c2nc3c(Cl)c(N)ccc3[nH]2)cc1 | -3.3% | -12.2% | -26.7% | 27.6% | -12.0% | -8.4% | 13.0% | ? | 43.3%[activator]
COc1ccc(-c2noc(CSc3nc(N)c(-c4ccccc4)c(=O)[nH]3)n2)cc1 | -6.3% | ? | -85.9% | -0.7% | -7.9% | 4.4% | -0.6% | -0.5% | 154.0%[activator]
O=C(CN1CCN(c2ccccc2)CC1)Nc1ccncc1 | 3.4% | 9.1% | 8.2% | 30.2% | 1.5% | -22.8% | -9.8% | -1.6% | 5.8%
COc1cc(NC(=O)COC(=O)CCCC2=NS(=O)(=O)c3ccccc3N2)cc(OC)c1 | -10.0% | . | -28.2% | 18.7% | -7.9% | -8.0% | -6.0% | -4.2% | 2.9%
CC1CCCCN1S(=O)(=O)c1ccc2[nH]c(=O)cc(C(=O)NCCCN3CCCCCC3)c2c1 (stereo not given) | 2.9% | 79.4µM* | -34.7% | 1.6% | -16.2%[57.1 µM] | 5.0% | -0.6% | -23.4% | 7.4%
CN(C)c1ccc(-c2nnc(-c3cccnc3)o2)cc1 | -2.7% | -31.1% | -2.0% | 0.3% | 1.6% | -12.3% | 27.9% | -15.9% | 59.6%[activator]
Cn1c(SCC(=O)NC2CCCCC2)nnc1-c1cccc(N)c1 | 7.9% | 1.58µM* | -5.7% | -22.0% | 7.3% | -13.7% | 12.4% | -18.8% | 20.0%
Cc1cc(F)ccc1S(=O)(=O)Nc1ccccc1C(=O)NCc1ccccn1 | 1.2% | -11.4%[0.0925 µM] | -16.9% | -9.8% | -22.9% | -6.7% | 1.5% | -19.2% | 44.8%[activator]
O=C(NC1CCCC1)C1CCN(S(=O)(=O)N2CCCCC2)CC1 | 2.9% | 8.3% | 0.7% | 10.0% | -1.1% | 8.7% | -7.6% | -4.3% | 15.4%
Cc1ccc(SCCN2CCC(NC(=O)OCc3ccccc3)CCC2=O)cc1 (stereo not given) | -1.3% | -2.2% | -26.8% | 12.4% | -6.6% | -5.3%&-9.2% | 24.1% | -8.7% | 12.8%&41.4%
CC1=C(C(=O)OCC(Br)(Br)Br)C(c2cccc([N+](=O)[O-])c2)NC(=O)N1CCCC(=O)O (stereo not given) | . | . | -8.6% | . | . | 2.2% | . | -2.4% | 20.7%
CCOc1ccc(C2/C(=C(\O)c3ccc4c(c3)OCCO4)C(=O)C(=O)N2CCCn2ccnc2)cc1OC (stereo not given) | 0.8% | -7.3% | -23.3% | 1.9% | -19.5% | -12.1% | 8.5% | -19.3% | 5.1%
Cc1ccccc1NC(=O)CSc1nc(-c2ccccc2)cn1-c1ccccc1F | -9.7% | 11.2µM* | ? | -16.8% | ? | 0.6%[60.1 µM] | . | -26.6% | 28.5%
Cc1[nH]c2ccc(C(=O)N3CCN(c4ccc(F)cc4)CC3)cc2c1C | -4.4% | 79.4µM* | 50.1µM* | ? | 35.5µM* | 2.6% | -3.8% | -8.4% | 12.3%
CCOC(=O)C1CCN(C(=O)c2[nH]c3ccc(OC)cc3c2C)CC1 | -3.2% | -3.9% | -4.9% | 11.1% | -2.7% | 7.2% | 14.7% | -14.5% | 8.0%

3 compounds from above, showing only APE1 inh, JMJD2A Tudor and POLB inh:
canonical_smiles,APE1 inh,JMJD2A Tudor,POLB inh
O=C(CN1CCN(c2ccccc2)CC1)Nc1ccncc1,-9.8%,8.2%,30.2%
COc1ccc(-c2noc(CSc3nc(N)c(-c4ccccc4)c(=O)[nH]3)n2)cc1,-0.6%,-85.9%,-0.7%
CCOC(=O)C1CCN(C(=O)c2[nH]c3ccc(OC)cc3c2C)CC1,14.7%,-4.9%,11.1%

Not all compounds are listed; the hit share may differ from the screen's.
